Source: PubChem
MITF inh: inhibitors of human MITF; 650,000 compounds, 0.91% hits; AlphaScreen MITF homodimerization, bead proximity signal; inhibition, % at 2.6 µM; in the data active means inhibition above about 50%;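 further: 0% = vehicle wells with protein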
Target sequence (O75030 whole entry, looked up): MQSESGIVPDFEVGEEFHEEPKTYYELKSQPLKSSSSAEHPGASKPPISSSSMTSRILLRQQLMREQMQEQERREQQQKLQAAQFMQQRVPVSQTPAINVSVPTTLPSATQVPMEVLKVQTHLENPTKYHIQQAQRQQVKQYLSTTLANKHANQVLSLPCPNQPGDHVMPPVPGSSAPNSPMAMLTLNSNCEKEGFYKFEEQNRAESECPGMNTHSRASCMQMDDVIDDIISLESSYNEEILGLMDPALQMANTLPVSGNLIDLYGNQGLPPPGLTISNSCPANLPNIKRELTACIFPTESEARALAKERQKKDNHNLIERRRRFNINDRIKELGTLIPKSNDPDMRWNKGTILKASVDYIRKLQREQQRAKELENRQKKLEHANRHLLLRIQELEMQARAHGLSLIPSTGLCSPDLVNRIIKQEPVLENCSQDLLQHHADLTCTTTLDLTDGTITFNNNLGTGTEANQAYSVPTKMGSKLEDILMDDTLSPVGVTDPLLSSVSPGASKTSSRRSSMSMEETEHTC
GPR151 ag: activates the human receptor GPR151 | 650,000 compounds, 1% hits | Q8TDV0 | activation, % at 11.2 µM | PathHunter beta-arrestin GPR151 cells, luminescence; in the data active means activation above about 4.9%;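 further: 0% = median of compound wells and 100% = cells with positive control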
Target sequence (Q8TDV0 whole entry, looked up): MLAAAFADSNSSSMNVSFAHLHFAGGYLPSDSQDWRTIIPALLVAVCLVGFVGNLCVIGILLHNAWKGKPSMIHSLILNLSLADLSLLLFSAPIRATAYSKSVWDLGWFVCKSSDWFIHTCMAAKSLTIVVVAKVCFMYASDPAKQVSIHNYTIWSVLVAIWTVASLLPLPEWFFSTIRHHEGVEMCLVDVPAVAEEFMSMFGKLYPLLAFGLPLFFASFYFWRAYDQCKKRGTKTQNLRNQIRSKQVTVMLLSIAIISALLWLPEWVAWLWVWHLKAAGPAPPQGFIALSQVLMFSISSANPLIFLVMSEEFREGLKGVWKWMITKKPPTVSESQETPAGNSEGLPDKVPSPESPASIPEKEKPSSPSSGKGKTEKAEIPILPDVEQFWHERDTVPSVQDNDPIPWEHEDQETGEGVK
FBW7 act: human FBW7 E3 ligase activation, primary screen; Q969H0; AlphaScreen FBW7–phospho-cyclin E peptide binding, activator screen; normalized activity (activation), % at 26.1 µM; 650,000 compounds, 0.13% hits; AID 1259310; in the data active means normalized activity above about 1.9%;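 further: purified mutant Fbw7 with reduced substrate affinity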
TEAD-YAP block: TEAD-YAP interaction inhibition | HEK-TIYL cells, TEAD-Gal4/YAP UAS-luciferase luminescence | inhibition, % at 9.12 µM | 640,000 compounds, 1.4% hits | AID 1259422; in the data active means inhibition above about 32%;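 further: 0% = median of test compound wells and 100% = reference inhibitor wells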
Active calls of the source: *. The order is random; overall some 3.4% were active at least once.

SMILES	MITF inh	GPR151 ag	FBW7 act	TEAD-YAP block
COc1ccc(SCCCC(=O)Nc2c3c(nn2C)CCC3)cc1	10.2	-0.1	0.1	45.2*
Cc1ccc(/C=C(\NC(=O)c2ccc(C)cc2)c2nc3ccccc3[nH]2)cc1	10.9	0.0	0.1	-11.8
CN(C)S(=O)(=O)Nc1cccc(NC(=O)c2cc(F)c(F)cc2Cl)c1	16.4	2.9	0.2	-0.5
Cc1ccc2c(c1)N(C(=O)N1CCC(C(=O)N3CCCCCC3)CC1)CCO2	4.9	-1.8	0.7	0.8
Cn1c(COc2cccc3cccnc23)nnc1SCC(=O)N1CCc2ccccc21	5.5	-0.2	0.0	-0.3
Cc1[nH]c2ccc(F)cc2c1CCNS(=O)(=O)c1cc([N+](=O)[O-])ccc1Cl	-6.0	-1.7	-0.1	61.3*
Cc1ccccc1C1(CC(=O)N2CCN(C(C)C)CC2)CC(=O)N(Cc2ccccc2)C1=O (stereo not given)	-4.5	0.4	0.0	-4.8
Cn1c(CC(=O)NNC(=O)CCCOc2ccccc2)nc2ccccc21	6.7	-0.2	-0.2	9.4
COC(=O)c1ccc(NC(=O)c2ccc(Cl)cc2)cc1	13.4	0.4	0.7	-45.8
COc1ccccc1NC(=O)c1ccc(N2C(=O)c3ccc([N+](=O)[O-])cc3C2=O)cc1	10.1	0.2	-0.1	3.2
O=C(NNC(=O)C1CCN(c2ncccn2)CC1)c1ccc(Cl)cc1	3.5	0.2	0.0	1.3
O=C(N/C(=C/c1ccc(Cl)cc1)C(=O)N1CCCCC1)c1ccco1	-2.0	0.5	0.5	-4.1
O=C(O)C1CN(c2ncccc2[N+](=O)[O-])C1	-8.0	-0.8	0.0	1.3
O=Cc1c(Cl)ncnc1N1CCOCC1	14.8	0.1	0.1	-8.4
NC(=O)c1c(NC(=S)NC(=O)c2ccc(Br)cc2)sc2c1CCCCCC2	3.2	0.0	0.0	2.2
CC1CCc2c(sc3nc(SCC(=O)N4CCOCC4)[nH]c(=O)c23)C1 (stereo not given)	-6.4	0.3	-0.1	-1.6
COc1ccc(-c2nc(NCCOc3ccccc3)c3ncn(-c4ccsc4)c3n2)cc1	10.4	-1.1	0.1	13.0
CCCc1nnc(NC(=O)c2ccc(N3C(=O)C4C5C=CC(C5)C4C3=O)cc2)s1 (stereo not given)	23.3	-0.8	0.1	3.2
O=C(c1nc2ccccn2c1CN1CCN(C2CCCC2)CC1)N1CCOCC1	-4.4	1.6	-0.1	-3.4
CCOC1OC(=O)C(Cl)=C1Nc1ccc(C)cc1 (stereo not given)	3.8	0.3	0.0	4.2
O=C(CN1CCC(c2nc3ccccc3[nH]2)CC1)NCCc1ccccc1	7.0	0.7	0.2	-5.4
Cc1ccccc1/C=N/n1c(-c2ccncc2)n[nH]c1=S	-10.8	0.9	0.0	12.6
O=C(OCCCN=C1NS(=O)(=O)c2ccccc21)c1ccccc1F	5.5	0.8	-0.3	-8.3
Cc1nnc(SCC(=O)c2ccc([N+](=O)[O-])cc2)s1	22.9	-0.3	0.6	10.3
O=C(NC1CCCCCC1)c1c(O)c2c([nH]c1=O)CCCC2	5.0	-0.1	-0.2	-28.7
CC(=O)Nc1ccc(N/C=C(/C#N)c2nc(-c3ccc([N+](=O)[O-])cc3)cs2)cc1	6.4	4.0	-0.1	3.9
CC1SC(c2cccc(Cl)c2)NC1=O (stereo not given)	-10.8	0.2	-0.2	-6.0
CC(C)(C)NC(=O)CSc1nnc(NC(=O)C2CCC2)s1	10.6	-0.9	0.1	1.4
CN(CCc1ccccn1)C(=O)CCC1CCCN(C(=O)CN2CCCCCC2)C1 (stereo not given)	-13.9	0.8	-0.1	-4.7
COc1ccc(C(=O)NCCc2nnc3n2CCN(Cc2ccc(C)cc2)CC3)cc1	0.6	-0.2	0.1	1.2
CC(=O)c1ccc(NC(=O)c2cc(-c3ccc(Br)cc3)on2)cc1	20.7	-0.6	0.7	-12.7
CCc1n[nH]c(=O)c2cc3sc(C)cc3n12	2.6	-0.7	-0.1	3.1
Cc1ccc(S(=O)(=O)NCC2CCC(C(=O)NCc3ccccn3)CC2)cc1 (stereo not given)	-7.1	0.1	0.2	-5.5
O=c1nc2n(-c3ccc(Cl)c(Cl)c3)c3ccccc3cc-2c(=O)[nH]1	0.0	0.0	-0.1	-1.9
CCC[C@@H]1NC(=O)[C@@H]2C[C@H](NCc3cnn(-c4ccccc4F)c3)CN2C1=O	15.2	1.4	0.1	7.7
CCC(C)OC(=O)C1=C(C)NC2=C(C(=O)CCC2)C1c1cc(OC)c(OC)cc1Br (stereo not given)	5.2	-0.1	0.1	11.5

A second format for some results above:
mol | MITF inh | GPR151 ag | FBW7 act | TEAD-YAP block
CCC[C@@H]1NC(=O)[C@@H]2C[C@H](NCc3cnn(-c4ccccc4F)c3)CN2C1=O | 15.2 | 1.4 | 0.1 | 7.7
O=C(NC1CCCCCC1)c1c(O)c2c([nH]c1=O)CCCC2 | 5.0 | -0.1 | -0.2 | -28.7

Quoted from the listing:
`CCCc1nnc(NC(=O)c2ccc(N3C(=O)C4C5C=CC(C5)C4C3=O)cc2)s1` (stereo not given) @ MITF inh: 23.3
`O=C(c1nc2ccccn2c1CN1CCN(C2CCCC2)CC1)N1CCOCC1` @ FBW7 act: -0.1
`Cc1nnc(SCC(=O)c2ccc([N+](=O)[O-])cc2)s1` @ FBW7 act: 0.6
`COc1ccccc1NC(=O)c1ccc(N2C(=O)c3ccc([N+](=O)[O-])cc3C2=O)cc1` @ TEAD-YAP block: 3.2
`O=C(OCCCN=C1NS(=O)(=O)c2ccccc21)c1ccccc1F` @ GPR151 ag: 0.8
`O=C(NNC(=O)C1CCN(c2ncccn2)CC1)c1ccc(Cl)cc1` @ FBW7 act: 0.0

(list continues)
SMILES	MITF inh	GPR151 ag	FBW7 act	TEAD-YAP block
COc1ccc2cc3c(N)nn(C(=O)c4cccnc4)c3nc2c1	-11.5	-0.3	-0.1	32.3*
O=C(O)c1ccc(CN2CCCC(CO)C2)cc1 (stereo not given)	3.3	-0.6	0.2	4.7
Cn1c(SCc2cccc(Br)c2)nc2c1c(=O)[nH]c(=O)n2C	8.8	-0.3	0.6	5.0
Cc1cccc(CN2CCN(C(=O)c3cccc(Cl)c3)CC2)c1	42.3	0.6	-0.2	8.7
CNC(=O)CN(c1ccccc1Cl)S(C)(=O)=O	-5.8	-1.1	0.0	8.9
C#CC(C)(O)CC1(C)OCCO1 (stereo not given)	11.7	-2.0	-0.1	7.8
Nc1c(Cl)nsc1Cl	7.8	0.6	0.2	0.8
O=C(Nc1nc2c(s1)C(=O)NCCC2)c1ccccc1Cl	-3.7	-1.0	0.0	-46.1
COc1nc(N)c(C#N)c(-c2ccc(C)cc2)c1C#N	2.7	0.4	0.0	-14.7
Cc1ccc(/C=C2\C(=O)NN(c3ccc(Cl)cc3)C2=O)cc1[N+](=O)[O-]	5.0	-0.4	-0.2	-7.8
O=C(Nc1ccon1)c1ccc(Br)s1	18.5	-1.8	0.3	1.9
O=C1OC(c2ccccc2F)=N/C1=C\c1c(F)cccc1Cl	15.6	-1.4	0.2	4.7
N#Cc1c2nc3ccccc3nc2n2c1[nH]c(=O)c1ccccc12	7.4	-0.4	0.1	-2.1
O=C(CC1C(=O)N(c2ccccc2)C(=O)N1Cc1cccs1)Nc1ccccc1 (stereo not given)	-0.3	-1.5	-0.3	0.0
COc1ccc([N+](=O)[O-])cc1NC(=O)c1ccccc1NS(=O)(=O)c1ccc(F)cc1	10.2	2.2	-0.1	9.5
CN1CCN(c2nc3nonc3nc2N2CCN(C)CC2)CC1	-4.0	-0.2	-0.1	-3.1
COc1cccc(-c2ccc(SCC(=O)Nc3cccc(NC(C)=O)c3)nn2)c1	-7.7	-11.6	-0.2	-54.2
Cn1nccc1Nc1cccc(C(=O)NC2CC2)n1	4.3	1.4	0.0	6.3
C=CCn1c(C2COc3ccccc3O2)n[nH]c1=S (stereo not given)	-12.6	-0.4	0.0	2.1
CCCOc1ccc(C(=O)Oc2cccc3ccc(C)nc23)cc1	4.4	0.6	0.0	8.3
CCOc1ccc2cc(C3CC(c4ccc(Br)cc4)=NN3C(=O)CCC(=O)O)c(Cl)nc2c1 (stereo not given)	-3.5	2.9	-0.2	-2.5
Cc1ccc(S(=O)(=O)Nc2ccccc2C(=O)Nc2nc(-c3ccc(C)cc3C)cs2)cc1	9.9	1.1	1.1	23.5
Cc1ccc(/C(O)=C2\C(=O)C(=O)N(CCN3CCOCC3)C2c2ccc(C)cc2)cc1 (stereo not given)	-5.6	-0.3	-0.1	-8.2
Cc1ccc(NC(=O)CSc2nnn(-c3ccc(C(N)=O)cc3)n2)cc1C	2.5	-1.3	-0.1	14.1
Cc1cc(C)nc(SCc2csc(Nc3ccccc3)n2)n1	1.6	0.2	0.1	-25.5
CC(=O)c1sc2c(c1N)c(=O)[nH]c(=O)n2CC1CCCO1 (stereo not given)	-6.8	-2.4	-0.2	-5.2
COc1cccc(C2CC(c3ccccc3Cl)n3ncnc3N2)c1 (stereo not given)	9.8	-0.9	-0.1	-0.1
CC(=O)Nc1ccc(NC(=O)CSc2ccc3nnc(-c4ccc(C)cc4)n3n2)cc1	-0.6	0.9	-0.3	-30.7
COc1cc(C2C3=C(CC(C)(C)CC3=O)Nc3ncnn32)ccc1OCCC(C)C (stereo not given)	6.5	0.0	-0.1	5.9
O=C(CC(O)(C(F)(F)F)C(F)(F)F)Nc1ccn(Cc2ccccc2F)n1	-11.5	-0.2	-0.1	7.0
c1ccc(-c2noc(C3CCCCC3)n2)nc1	3.2	-6.4	0.0	-22.7
CC(=O)Nc1cc([N+](=O)[O-])ccc1NS(=O)(=O)c1ccc(C)cc1	-9.8	-0.1	0.2	-2.3
CC(C)C(=O)NNC(=O)CSc1nc2c(c(=O)n(C)c(=O)n2C)n1C	-3.8	-0.2	0.0	-0.9
CCc1nnc(NC(=O)CSc2nsc(SCC(=O)Nc3nnc(CC)s3)c2C#N)s1	17.5	-1.7	0.0	-1.7
COc1ccc(-c2noc(CNS(=O)(=O)c3ccc(OC)cc3)n2)cc1	-0.8	-0.3	-0.1	-2.0
NS(=O)(=O)c1ccc(N/C=C/C(=O)c2ccc(Cl)s2)cc1	24.5	-0.7	0.6	-65.6

Part of the list above, reformatted:
The line under a structure holds: MITF inh | GPR151 ag | FBW7 act | TEAD-YAP block
> c1ccc(-c2noc(C3CCCCC3)n2)nc1
→ 3.2 | -6.4 | 0.0 | -22.7
> CC(=O)Nc1cc([N+](=O)[O-])ccc1NS(=O)(=O)c1ccc(C)cc1
→ -9.8 | -0.1 | 0.2 | -2.3
> CC(C)C(=O)NNC(=O)CSc1nc2c(c(=O)n(C)c(=O)n2C)n1C
→ -3.8 | -0.2 | 0.0 | -0.9
> CCc1nnc(NC(=O)CSc2nsc(SCC(=O)Nc3nnc(CC)s3)c2C#N)s1
→ 17.5 | -1.7 | 0.0 | -1.7
> COc1ccc(-c2noc(CNS(=O)(=O)c3ccc(OC)cc3)n2)cc1
→ -0.8 | -0.3 | -0.1 | -2.0

Remaining list, next part:
SMILES	MITF inh	GPR151 ag	FBW7 act	TEAD-YAP block
Cc1ccc(C)c(NC(=O)C(Cc2ccccc2)N2C(=O)c3cccc([N+](=O)[O-])c3C2=O)c1 (stereo not given)	1.0	1.6	-0.1	5.4
COc1cc(C(=O)N(CCCN2C(=O)c3cccc4cccc(c34)C2=O)c2cccc(C)c2)cc(OC)c1OC	0.3	1.0	-0.1	1.5
C=CCNCc1cc(Br)ccc1OC(C)C	5.4	0.4	0.0	-7.0
COc1ccc(-c2nnc3n2N=C(c2cccc(OC)c2)CS3)cc1	-10.6	-0.8	-0.1	4.4
CC(C)C[C@@H]1NC(=O)[C@H]2CN(S(=O)(=O)c3ccc(Cl)cc3)CCN2C1=O	-9.1	0.6	-0.1	0.8
COC(=O)c1ccccc1NC(=O)CN1CCC(n2nnc3cc(C)ccc32)CC1	12.4	0.1	0.0	2.5
c1ccc(-c2nnn3c2nc(N2CCOCC2)c2ccccc23)cc1	18.7	0.1	0.2	-0.8
COC(=O)c1ccc(NC(=O)CN(C)S(=O)(=O)c2ccc(Br)s2)cc1	12.7	-0.6	0.1	-27.6
CCOC(=O)NC(Nc1ccc(C(O)(C(=O)OC)C(F)(F)F)cc1)(C(=O)OCC)C(F)(F)F (stereo not given)	-0.3	0.3	-0.1	-4.7
